N370S GC: inhibits or activates N370S mutant glucocerebrosidase. Potency, µM (titrated, usually from 59.4 µM), without a hit: top-dose activity change, negative = inhibition, actives largely listed as inhibitors. N370S GC spleen homogenate, 4MU-glucoside fluorescence. P04062. 330,000 compounds, 0.092% hits;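 also: 0% = full enzyme activity and -100% = no enzyme basal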
KAT2A inh: GCN5L2 (KAT2A) acetyltransferase inhibition; GCN5L2 HAT assay, ThioGlo1 CoA-SH fluorescence; Potency, µM (doses to about 58.9 µM), inactives show top-dose activity change, negative = inhibition, most hits filed as inhibitors; 390,000 compounds, 0.21% hits; AID 504327
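Enzyme at 20nM final was mixed with library compounds for 15 min at room temperature. Peptide H3(1-25) at 75uM, acetyl-CoA at 70uM and ThioGlo1 at 50uM were then added. Plates were read immediately and after 20 min (Ex340nm/Em540nm).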
FEN1 inh: inhibitors of human flap endonuclease 1; P39748; Recombinant FEN1 flap cleavage, fluorescence, 15 min; Potency, µM (top dose mostly 114 µM), for inactives: top-dose activity change, negative = inhibition, usual class: inhibitors; 390,000 compounds, 0.35% hits; AID 588795; also: nearly all actives have a fitted effect of over 65% in size
Target sequence (P39748 whole entry, looked up): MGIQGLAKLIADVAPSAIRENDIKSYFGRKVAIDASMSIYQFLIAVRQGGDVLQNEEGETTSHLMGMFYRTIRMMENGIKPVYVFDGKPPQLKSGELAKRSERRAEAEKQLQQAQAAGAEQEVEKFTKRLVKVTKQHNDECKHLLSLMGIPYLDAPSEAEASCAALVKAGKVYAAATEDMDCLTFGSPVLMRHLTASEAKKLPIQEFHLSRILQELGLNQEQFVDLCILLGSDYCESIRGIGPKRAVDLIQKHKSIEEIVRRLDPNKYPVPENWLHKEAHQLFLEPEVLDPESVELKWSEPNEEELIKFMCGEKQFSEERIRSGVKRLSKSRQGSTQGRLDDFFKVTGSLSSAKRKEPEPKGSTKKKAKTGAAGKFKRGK
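FEN1 at 10 nM preincubated with compounds 15 min at room temperature, then flap DNA substrate added at 50 nM final. Signal read at 0 and 15 min; concentration-response fitted with four-parameter Hill equation.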
Starred values were filed as active, the others as inactive; & = joins results of further samples; [ ] = dose if it differs, or a comment. Calls follow the shape of the dose curve; as a rule, active = well fitted curve in the direction sought with a large enough effect; inconclusive = small, poorly fitted or top-dose-only effect, or another doubt; inactive = no such curve, though single readings can be large; an effect the other way counts as inactive or inconclusive. Unless noted, % is scaled to controls: 0 for no effect and ±100 for the full control effect; potency is read from the fitted curve at half-maximal effect. Only part of the results is shown; the hit share may differ from the screen's.

Screening CCc1ccc(-c2[nH]nc3nc(-c4cc(OC)ccc4OC)cc(C(=O)O)c23)cc1 returned KAT2A inh -18% and FEN1 inh 13%.
`Cc1cc(C)cc(OCC(=O)N2CCc3ccccc3C2)c1` gave N370S GC 1%, KAT2A inh 4% and FEN1 inh -12%.
CN(C)/C=N/c1cc(=O)[nH]c(=O)n1CC1CC1 was read as N370S GC 5%&-7%, KAT2A inh -5% and FEN1 inh -16%.
For COc1ccccc1-c1cc2nc(C)c(CCC(=O)Nc3ccc(Br)c(C)c3)c(C)n2n1 the results were KAT2A inh -17% and FEN1 inh -21%.
CCCC(C)c1nnc(NC(=O)C(=O)OCC)s1 (stereo not drawn) was read as N370S GC -7%, KAT2A inh -3% and FEN1 inh 8%.
`CCOc1ccc(C2/C(=C(/O)c3ccc4c(c3)CC(C)O4)C(=O)C(=O)N2CCCn2ccnc2)cc1` (stereo not drawn) gave N370S GC inconclusive, KAT2A inh 2% and FEN1 inh 18%.
`COC(=O)C1=C(C)NC(C)=C(C(=O)OCCSc2ccccc2)C1C` (stereo not drawn) gave N370S GC -1%&25% and KAT2A inh -4%&-17%.
COc1ccc(CCN(C(=O)c2cccc(F)c2)C2CC(=O)N(c3ccc(OC)cc3)C2=O)cc1 (stereo not drawn) was read as N370S GC 0%, KAT2A inh -21% and FEN1 inh -14%.
C=CCN(CC=C)C(=O)c1ccc2nc(Cc3ccc(OC)c(OC)c3)oc2c1 was read as N370S GC 1%, KAT2A inh -4% and FEN1 inh -20%.
`Cn1c(C2CC(=O)N(Cc3ccccc3)C2)nc2ccccc21` (stereo not drawn) gave N370S GC 0%, KAT2A inh -17% and FEN1 inh 1%.
For CC(=O)c1cn(CC(=O)Nc2c(C)cccc2C)c2ccccc12 the results were N370S GC -6%, KAT2A inh -3% and FEN1 inh -1%.
Screening CC1=C(C(=O)Nc2ccccc2C)C(c2cccnc2)n2nc(SCc3ccccc3F)nc2N1 (stereo not drawn) returned KAT2A inh -4% and FEN1 inh 2%.
For CCCCCSc1nc(N2CCOCC2)c2c(c1C#N)CC(C)(C)OC2 the results were N370S GC 0%, KAT2A inh -2% and FEN1 inh 6%.
Cc1nn(Cc2c(Cl)cccc2Cl)c(C)c1C(=O)NCc1ccc(C)n1C was read as N370S GC -2%, KAT2A inh -12% and FEN1 inh -1%.
`Cn1cc(Br)c(C(=O)N/N=C/c2cc3ccccc3nc2Cl)n1` gave N370S GC 2%, KAT2A inh -16% and FEN1 inh 12%.
Screening O=C(N/N=C/c1ccccn1)c1cc(-c2ccccc2)nc2ccccc12 returned N370S GC inconclusive, KAT2A inh -5% and FEN1 inh 4%.
Screening Cc1ccnc(NC(=O)c2ccc(Br)s2)c1 returned N370S GC 1%, KAT2A inh 1% and FEN1 inh -10%.
Screening O=C1CC(c2ccc(F)cc2)CC(O)=C1C=NCCN1CCN(C(=O)Nc2ccccc2)CC1 (stereo not drawn) returned N370S GC -2%, KAT2A inh -3% and FEN1 inh -9%.
For O=C(Nc1sc2c(c1C(=O)O)CCC2)c1ccco1 the results were N370S GC 3%, KAT2A inh -3% and FEN1 inh -14%.
Screening COc1cccc(-c2nnc3sc(-c4cccs4)nn23)c1 returned N370S GC 0%, KAT2A inh -2% and FEN1 inh 4%.
`CC(C)C(=O)n1nc(-c2cccnc2)nc1NCc1ccc(F)cc1` gave N370S GC 11%, KAT2A inh -10% and FEN1 inh 7%.
For COc1cc(C(C)=O)ccc1Oc1cc(NN2CCCCC2)c([N+](=O)[O-])cc1[N+](=O)[O-] the results were N370S GC 9%, KAT2A inh -1% and FEN1 inh 5%.
`CCCCOc1ccc(CSc2nncn2N)cc1` gave N370S GC 8%, KAT2A inh 5% and FEN1 inh -2%.
Screening O=c1cc2oc3cc(O)c(O)cc3c(-c3ccccc3O)c-2cc1O returned N370S GC 7%, KAT2A inh inconclusive and FEN1 inh 22µM*.
`Cc1ccc(N(C)C(=O)c2cnn(-c3ccccc3)c2C)c(C)c1` gave N370S GC -8%, KAT2A inh 4% and FEN1 inh -8%.
`CCCOC(=O)CCCCCCCCC(O)CN1CCCCC1` (stereo not drawn) gave N370S GC 31%, KAT2A inh -2% and FEN1 inh 7%.
COCCNC(=O)c1c(C)cc(C)cc1C was read as N370S GC 5%, KAT2A inh -1% and FEN1 inh 0%.
For Cc1[nH]c2ccccc2c1CCC(N)=O the results were N370S GC -12%[2.35 µM], KAT2A inh -4% and FEN1 inh 11%.
For Cc1ccc(N2CC(C(=O)N/N=C/c3sccc3C)CC2=O)cc1 (stereo not drawn) the results were N370S GC 2%, KAT2A inh -9% and FEN1 inh -4%.
`COc1ccccc1N1CCN(Cc2ccco2)CC1` gave N370S GC 4%, KAT2A inh -2% and FEN1 inh 7%.

Of the compounds above, these contain a COOH group:
Screening CCc1ccc(-c2[nH]nc3nc(-c4cc(OC)ccc4OC)cc(C(=O)O)c23)cc1 returned KAT2A inh -18% and FEN1 inh 13%.
For O=C(Nc1sc2c(c1C(=O)O)CCC2)c1ccco1 the results were N370S GC 3%, KAT2A inh -3% and FEN1 inh -14%.

Continued:
CCNC(=O)N1CCNC(=O)C1CC(=O)Nc1ccc(C(=O)OCC)cc1 (stereo not drawn) was read as N370S GC -1% and FEN1 inh -5%.
S=c1[nH]nc(-c2ccncc2)n1CC1CCCO1 (stereo not drawn) was read as N370S GC -1%, KAT2A inh -19% and FEN1 inh 4%.
`CC(=O)NCc1ccc(S(=O)(=O)N2CCN(S(=O)(=O)c3ccc4ccccc4c3)CC2)cc1` gave N370S GC 3%, KAT2A inh 0% and FEN1 inh 3%.
`CCc1ccccc1N1C(=O)N(Cc2ccc(C#N)cc2)c2ccccc2S1(=O)=O` gave KAT2A inh -13% and FEN1 inh 0%.
`Cc1ccc(Cl)cc1N1CCN(C(=O)CCCn2c(=O)c3cccn3c3cccnc32)CC1` gave N370S GC 7%, KAT2A inh -9% and FEN1 inh 9%.
For Cc1ccc(NC(=O)NN(C)c2c(Cl)c(Cl)nn2C)cc1 the results were N370S GC 5%, KAT2A inh 2% and FEN1 inh -5%.
For CCc1cnc2c(c1SCc1ccccc1C)c(=O)n(C)c(=O)n2C the results were KAT2A inh -1% and FEN1 inh 0%.
COc1cc(NC(=O)CSCC(=O)Nc2cc(OC)cc(OC)c2)cc(OC)c1 was read as N370S GC -4%, KAT2A inh -1% and FEN1 inh -4%.
`NS(=O)(=O)c1ccc(CNC(=O)Cc2ccc(S(=O)(=O)N3CCOCC3)s2)cc1` gave N370S GC -8%, KAT2A inh 1% and FEN1 inh -12%.
CCOC(=O)/C=C/S(=O)(=O)c1ccc(NC(C)=O)cc1 was read as N370S GC 1%, KAT2A inh 1% and FEN1 inh -8%.
Screening CC1CCN(C(=O)c2ccc(Br)c(S(=O)(=O)N3CCOCC3)c2)CC1 returned N370S GC -2%, KAT2A inh -1% and FEN1 inh 0%.
For O=C(c1ccccc1[N+](=O)[O-])N1CCc2ccccc2C1 the results were N370S GC 8%, KAT2A inh -3% and FEN1 inh -5%.
`S=c1[nH]c2cc3ccccc3cc2[nH]1` gave N370S GC -21%&6%, KAT2A inh -29%&19% and FEN1 inh 1%.
Screening COc1ccc(NC(=O)CCN2C(=O)c3cccc([N+](=O)[O-])c3C2=O)cc1 returned N370S GC -20%, KAT2A inh 2% and FEN1 inh 6%.
Screening COc1ccc(N2CCOCC2)c(NC(=O)c2cccc3ccccc23)c1 returned N370S GC 25%, KAT2A inh -9% and FEN1 inh -19%.
Screening Cc1cccc(NC(=O)c2ccc(-n3ccnc3)nc2)c1 returned N370S GC -8%, KAT2A inh -2% and FEN1 inh 8%.
For Cc1cc(Br)ccc1NC(=O)CCSc1ccccc1 the results were N370S GC 2%, KAT2A inh 24% and FEN1 inh -3%.
For Cc1cc(=O)oc(C)c1C(=O)OCC(=O)c1ccc(Cl)cc1 the results were N370S GC -3%, KAT2A inh -1% and FEN1 inh 3%.
`Cc1cccc(N2CCN(C(=O)CCc3nc4ccccc4[nH]3)CC2C)c1` (stereo not drawn) gave N370S GC -1%, KAT2A inh -8% and FEN1 inh -3%.
`CS(=O)(=O)N(CC(=O)N1CCOCC1)c1ccccc1` gave N370S GC -2%, KAT2A inh inconclusive and FEN1 inh 3%.
For CCOc1cc(/C=C2\NC(=S)N(C)C2=O)ccc1OCc1ccc(C(=O)O)cc1 the results were N370S GC -25%, KAT2A inh -8% and FEN1 inh 15%.
For O=C(CCS(=O)(=O)c1ccc(Cl)cc1)Nc1nnc(-c2ccco2)o1 the results were N370S GC -4%, KAT2A inh -12% and FEN1 inh 9%.
`COc1ccc(N2C(=O)C3CC(C)=C(C)CC3C2=O)c(OC)c1` (stereo not drawn) gave N370S GC 2%, KAT2A inh -5% and FEN1 inh 0%.
`CC(=O)Nc1ccc(S(=O)(=O)Nc2ccc(-c3ccc4nnc(C)n4n3)cc2)cc1` gave N370S GC -3%, KAT2A inh -13% and FEN1 inh 4%.
`Cc1ccc2c(c1)C(=O)CC1(CCCCCC1)O2` gave N370S GC 23%, KAT2A inh 31%[activator] and FEN1 inh -9%.
Cc1cc(=O)oc(C)c1C(=O)Nc1ccc(F)cc1 was read as N370S GC -20%, KAT2A inh -12% and FEN1 inh 19%.
Screening CN1C(=O)CS(=O)c2ccc(C(=O)NCCC3=CCCCC3)cc21 (stereo not drawn) returned N370S GC -1%, KAT2A inh 1% and FEN1 inh -9%.
For Cc1ccc2c(c1)nc(NCCO)n2C the results were N370S GC -1%, KAT2A inh 2% and FEN1 inh 2%.
For CN(CC(=O)Nc1ccccc1C(F)(F)F)C(=O)c1cccc(-n2cccc2)c1 the results were N370S GC 2%, KAT2A inh -9% and FEN1 inh -4%.
Screening Cc1ccc(S(=O)(=O)N(C)C[C@H]2Oc3ccc(NC(=O)Nc4c(C)noc4C)cc3CC(=O)N([C@@H](C)CO)C[C@@H]2C)cc1 returned KAT2A inh -4% and FEN1 inh -12%.

4 structures from above, arranged by length of the SMILES, lowest first:
Screening Cc1cccc(NC(=O)c2ccc(-n3ccnc3)nc2)c1 returned N370S GC -8%, KAT2A inh -2% and FEN1 inh 8%.
For O=C(CCS(=O)(=O)c1ccc(Cl)cc1)Nc1nnc(-c2ccco2)o1 the results were N370S GC -4%, KAT2A inh -12% and FEN1 inh 9%.
`CC(=O)Nc1ccc(S(=O)(=O)Nc2ccc(-c3ccc4nnc(C)n4n3)cc2)cc1` gave N370S GC -3%, KAT2A inh -13% and FEN1 inh 4%.
Screening Cc1ccc(S(=O)(=O)N(C)C[C@H]2Oc3ccc(NC(=O)Nc4c(C)noc4C)cc3CC(=O)N([C@@H](C)CO)C[C@@H]2C)cc1 returned KAT2A inh -4% and FEN1 inh -12%.

More entries follow:
For COc1cccc(NC(=O)CN(C)C(=O)c2ccc(COc3ccccc3)o2)c1 the results were KAT2A inh -16% and FEN1 inh 2%.
Screening Cc1ccccc1OCC(=O)Nc1nnc(S(=O)(=O)N2CCCCCC2)s1 returned KAT2A inh 4% and FEN1 inh -1%.
For CCC(=O)Nc1ccc(CC)cc1-c1nc2ccccc2n(CC(=O)Nc2cccc(Cl)c2)c1=O the results were KAT2A inh 2% and FEN1 inh -2%.
O=C(CCC1CCCCC1)NCc1cccnc1 was read as N370S GC 0%, KAT2A inh -3% and FEN1 inh -3%.
COc1ccccc1-c1nnc(SCC(=O)NCc2c(C)c(Cl)cc(C(C)C)c2O)o1 was read as N370S GC 0%, KAT2A inh -11% and FEN1 inh -19%.
N/C(Cc1ccc([N+](=O)[O-])cc1)=N\OC(=O)c1ccccc1Br was read as N370S GC -3%, KAT2A inh -1% and FEN1 inh 0%.
Cc1[nH]ncc1N=Cc1ccc([N+](=O)[O-])cc1 was read as N370S GC 3%, KAT2A inh -2% and FEN1 inh 0%.
`CNC(=S)N=Nc1c(O)[nH]c2ccccc12` gave N370S GC 8%, KAT2A inh -4% and FEN1 inh 1%.
CCC(C)NC(=O)Nc1ccc2c(c1)N(C)C(=O)c1ccccc1S2 (stereo not drawn) was read as N370S GC -6%, KAT2A inh -3% and FEN1 inh -12%.
Screening CCOC(=O)c1nn(-c2ccc(Cl)cc2)c2nnc(Cc3ccc(C)cc3)c(=O)n12 returned N370S GC -5%, KAT2A inh -8% and FEN1 inh -2%.
For Cc1onc(-c2c(Cl)cccc2Cl)c1C(=O)N[C@H]1C(=O)N2[C@H]1SC(C)(C)[C@H]2C(=O)O the results were N370S GC 14%[21.6 µM] and KAT2A inh 13%[21.4 µM].
CCOC(=O)CCCCC(=O)c1[nH]c(=O)[nH]c1CSc1nc(C)cc(C)n1 was read as N370S GC 4%, KAT2A inh 4% and FEN1 inh -1%.
COc1ccc2[nH]c(C)c(CCNC(=S)Nc3ccccc3OC)c2c1 was read as N370S GC 7%, KAT2A inh -9% and FEN1 inh 8%.

Copied from the listing for reference:
Screening CCc1ccc(-c2[nH]nc3nc(-c4cc(OC)ccc4OC)cc(C(=O)O)c23)cc1 returned KAT2A inh -18% and FEN1 inh 13%.
`Cc1cc(C)cc(OCC(=O)N2CCc3ccccc3C2)c1` gave N370S GC 1%, KAT2A inh 4% and FEN1 inh -12%.

High-throughput results deposited in PubChem BioAssay by National Center for Advancing Translational Sciences (NCATS).
